Compound activity (PubChem BioAssay)
Anesthetic bind = candidate novel general anesthetic via apoferritin binding; apoferritin/1-aminoanthracene competitive binding, fluorescence; Potency, µM (titrated, usually from 77.5 µM), for inactives: at the top dose activity change, negative = displacement, usual class: inhibitors; 350,000 compounds, 0.074% hits; P02791; also: % is scaled to controls: 0 for no effect and ±100 for the full control effect; nearly all actives have a fitted effect of over 20% in size
Target sequence (P02791 2-175 limits assumed): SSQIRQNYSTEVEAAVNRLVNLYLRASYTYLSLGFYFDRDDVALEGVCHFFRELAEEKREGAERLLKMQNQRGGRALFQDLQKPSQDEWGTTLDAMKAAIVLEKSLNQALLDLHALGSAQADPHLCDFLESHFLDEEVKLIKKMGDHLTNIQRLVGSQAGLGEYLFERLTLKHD
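Read-out: endpoint 1-AMA fluorescence, excitation 380 nm and emission 535 nm, after compounds sit 10 min at room temperature with 10 uM horse-spleen apoferritin in 50% saturated 1-AMA/PBS. Values come from four-parameter Hill fits.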
Pol eta inh = inhibitors of human DNA polymerase eta; Q9Y253; Potency, µM (titrated, usually from 114 µM), for the others: at the top dose activity change, negative = inhibition, most hits filed as inhibitors; 390,000 compounds, 1.2% hits; AID 588591; recombinant Pol eta, fluorescent DNA replication assay; also: % is scaled to controls: 0 for no effect and ±100 for the full control effect
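Pol eta at 10 nM preincubated with compounds 15 min at room temperature; reaction started with fluorescent substrate (50 nM final) and read kinetically at 0 and 10 min.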
BLM helicase inh = Bloom syndrome helicase (human) inhibition; recombinant BLM DNA unwinding, fluorescence dequenching; Potency, µM (doses to about 56.1 µM), inactives show at the highest dose activity change, negative = inhibition, hits mostly inhibitors; 350,000 compounds, 0.2% hits; AID 2528;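 also: plate controls were vehicle for no effect and no enzyme for full effect; nearly all actives have a fitted effect of over 35% in size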
POLK inh = DNA polymerase kappa (human) inhibition; purified Pol kappa, fluorescent DNA synthesis assay, 10 min; Potency, µM (series often up to 107 µM), for inactives: at the highest dose activity, negative = inhibition, most hits filed as inhibitors; Q9UBT6; 400,000 compounds, 0.53% hits; AID 588579; also: % is scaled to controls: 0 for no effect and ±100 for the full control effect
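Kinetic fluorescence screen: compound preincubated 15 min RT with 10 nM enzyme; 50 nM substrate (final) initiates; reads at 0/10 min.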
Pol iota inh = DNA polymerase iota (human) inhibition; 390,000 compounds, 1% hits; Pol iota fluorescent replication assay, 10 min; Q9UNA4; Potency, µM (highest dose often 115 µM), inactives show at the top dose activity, negative = inhibition, actives largely listed as inhibitors
Target sequence (Q9UNA4 whole entry, looked up): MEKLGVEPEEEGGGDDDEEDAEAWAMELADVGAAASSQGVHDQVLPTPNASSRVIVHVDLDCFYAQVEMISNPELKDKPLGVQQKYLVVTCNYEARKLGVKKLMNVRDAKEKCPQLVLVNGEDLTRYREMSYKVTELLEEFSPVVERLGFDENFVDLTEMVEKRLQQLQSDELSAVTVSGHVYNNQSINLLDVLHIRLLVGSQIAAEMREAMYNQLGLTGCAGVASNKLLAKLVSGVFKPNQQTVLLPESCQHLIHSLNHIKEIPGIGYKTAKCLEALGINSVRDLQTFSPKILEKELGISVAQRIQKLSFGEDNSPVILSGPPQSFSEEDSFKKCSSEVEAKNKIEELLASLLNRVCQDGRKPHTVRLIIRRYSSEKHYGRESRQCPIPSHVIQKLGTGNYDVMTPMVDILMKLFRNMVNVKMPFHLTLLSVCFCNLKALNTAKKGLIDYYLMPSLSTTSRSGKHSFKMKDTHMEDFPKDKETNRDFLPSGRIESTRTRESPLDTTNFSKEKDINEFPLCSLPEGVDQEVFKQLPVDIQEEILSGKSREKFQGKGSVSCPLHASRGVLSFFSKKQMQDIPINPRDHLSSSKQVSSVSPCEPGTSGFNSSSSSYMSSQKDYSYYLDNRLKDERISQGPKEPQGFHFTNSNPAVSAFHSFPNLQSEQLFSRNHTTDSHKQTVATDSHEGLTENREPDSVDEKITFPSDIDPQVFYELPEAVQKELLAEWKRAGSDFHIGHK
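Pol iota at 10 nM preincubated 15 min with compounds at room temperature; reaction started with fluorescent substrate, 50 nM final. Fluorescence read kinetically at 0 and 10 min; buffer-only wells as negative control.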
POLB inh = blocks human DNA polymerase beta activity; 340,000 compounds, 1.3% hits; AID 485314; Pol beta primer extension/strand displacement, fluorescence kinetic; Potency, µM (top dose mostly 114 µM), inactives show top-dose activity change, negative = inhibition, usual class: inhibitors; also: % is scaled to controls: 0 for no effect and ±100 for the full control effect
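Pol beta (10 nM) and compounds were preincubated 15 min at room temperature, then 50 nM substrate (final) started primer extension/strand displacement. Reads were taken at 0 and 10 min; concentration-response data were fitted to a four-parameter Hill equation.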
G9a block = blocks human histone lysine methyltransferase G9a; 350,000 compounds, 8.8% hits; Q96KQ7; Potency, µM (titrated, usually from 102 µM), for inactives: at the highest dose activity, negative = inhibition, hits mostly inhibitors; G9a H3K9 monomethylation, AlphaScreen, 2 h; also: % is scaled to controls: 0 for no effect and ±100 for the full control effect; nearly all actives have a fitted effect of over 75% in size
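AlphaScreen read-out: biotin-H3K9 peptide (500 nM) methylation by 20 nM enzyme with 20 uM SAM, 2 h at room temperature after 15 min compound preincubation; anti-monomethyl H3K9 antibody plus donor/acceptor beads, 10 min dark.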
APE1 inh = APE1 (human) endonuclease inhibition; recombinant APE1, TAMRA/BHQ-2 abasic DNA cleavage fluorescence; P27695; AID 2517; Potency, µM (top dose mostly 65.8 µM), for the others: at the top dose activity change, negative = inhibition, usual class: inhibitors; 350,000 compounds, 0.35% hits;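 also: plate controls were vehicle for no effect and reference inhibitor for full effect; nearly all actives have a fitted effect of over 55% in size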
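0.75 nM APE1 + cpd, 15 min RT; start w/ 50 nM TAMRA/BHQ-2 THF-abasic dsDNA; kinetic fluor 525/598 nm ×3 reads @60 s; Δ(read3−read1); normalized to DMSO and NSC13755 control wells.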
BAZ2B inh = BAZ2B (human) inhibition | 360,000 compounds, 4.4% hits | AlphaScreen BAZ2B-H3K14Ac peptide displacement | Q9UIF8 | Potency, µM (titrated, usually from 114 µM), for inactives: at the highest dose activity change, negative = inhibition, hits mostly inhibitors | AID 504333; also: % is scaled to controls: 0 for no effect and ±100 for the full control effect; nearly all actives have a fitted effect of over 60% in size
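Compounds, titrated to a top concentration of 110 uM, were incubated 30 min at room temperature with preformed BAZ2B/acetyl-K14 H3 peptide complex (50 nM each). Proximity signal was measured by AlphaScreen after 20 min with beads.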
* hit, by the source's call; ? = inconclusive; / = not tested or not shown; [ ] = remark or other dose. Calls follow the shape of the dose curve; as a rule, active = well fitted curve in the direction sought with a large enough effect; inconclusive = small, poorly fitted or top-dose-only effect, or another doubt; inactive = no such curve, though single readings can be large; an effect the other way counts as inactive or inconclusive. Potency is read from the fitted curve at half-maximal effect.

The line under a structure holds: Anesthetic bind | Pol eta inh | BLM helicase inh | POLK inh | Pol iota inh | POLB inh | G9a block | APE1 inh | BAZ2B inh
Nc1nc(SCC(=O)Nc2ccccc2Sc2ccc(Cl)cc2)n[nH]1
    -20% | -12% | -3% | -8% | 22% | 21% | ? | 0% | -9%
COC(=O)C1=C2SC(C)C(=O)N2C(N)=C(C#N)C1c1cc(OC)c(OC)c(OC)c1 (centres undefined)
    -14% | -16% | -1% | -7% | -9% | 13% | ? | 4% | -7%
CC(C)Oc1ccc(CN2CCCC(CO)(Cc3ccccc3)C2)cc1CO (centres undefined)
    1% | -9% | 1% | -7% | -2% | -15% | 2%[0.501 µM] | 2% | -19%
CCN(CC)S(=O)(=O)c1ccc(N(C)Cc2cccc(OC)c2OC)nc1
    -12% | -8% | -4% | -1% | 179%[activator] | 7% | 20% | -3% | 6%
COc1ccc(NC(=O)CN(c2ccccc2OC)S(C)(=O)=O)c(OC)c1
    86%[activator] | -20% | -1% | -5% | 25% | 5% | -1%[59 µM] | / | 3%
COc1ccccc1N1CCN(C(=O)CNC(=O)c2ccc(Cl)cc2Cl)CC1
    -14% | -21% | -2% | -2% | 4% | -1% | -9%[59 µM] | 23%[12.4 µM] | -1%
CCCOC(=O)c1ccc(Nc2nc3ccccc3nc2-n2nc(C)cc2C)cc1
    5% | ? | -2% | 0% | -13% | -33% | 15%[59 µM] | / | 16%
COc1ccc(-c2cncnc2-c2ccc(OC)cc2O)cc1
    -4% | 4% | -3% | -8%[60.1 µM] | 11% | 20% | -31% | -15% | ?
Cc1ccccc1C(=O)NCC(=O)OC(C)C(=O)NC(C)CCc1ccccc1 (centres undefined)
    / | -17% | / | -4% | 21% | / | 21%[12.7 µM] | 8% | -6%
CC(C)CC1NC(=O)N(CC(=O)NC2CCCc3ccccc32)C1=O (centres undefined)
    ? | -2% | -5% | -16% | ? | -13% | 9% | -4% | -22%
S=c1[nH]nc(Cc2cccs2)n1-c1ccccc1
    -6% | -7% | -2% | -9% | -6% | 8% | 10%[0.501 µM] | 0% | -32%
Cc1ccc(CSc2nc3c(c(=O)[nH]c(=O)n3C)n2CCC(C)C)cc1
    -8% | -7% | 1% | 1% | ? | 25% | 0% | -4% | 15%
O=C(c1ccccn1)N(Cc1ccco1)C1(C(=O)NC2CCCC2)CCCCC1
    -4% | -12% | -2% | -4% | 7% | 9% | 31%[59 µM] | 1% | 8%
O=C(COC(=O)c1c2c(nc3ccccc13)/C(=C/c1cccc([N+](=O)[O-])c1)CCC2)NC1CCS(=O)(=O)C1 (centres undefined)
    6% | -11% | 2% | -20% | 5% | 2% | -10%[59 µM] | -4% | ?
CCC(=O)N1CCN(c2ccc(NC(=O)COc3ccc(C)cc3C)cc2)CC1
    -16% | -20% | 0% | -2% | 50%[activator] | 29% | ? | 39% | ?
CCN(C(=O)COC(=O)c1c(C)nsc1NC)c1ccccc1
    / | -8% | / | 12% | 21% | / | ? | -6% | 3%
COc1cccc(-c2nc3c(c(SCc4ccccc4)n2)Cc2c(CO)cnc(C)c2O3)c1
    -7% | -3% | -2% | -5% | 13% | -21% | ? | / | -18%
Cc1c(CCOC(=O)CC23CC4CC(CC(C4)C2)C3)sc[n+]1Cc1ccccc1
    ? | -14% | 4% | -4% | 17% | 8% | -13% | 3% | -35%
CCCCN(C(=O)c1ccc2c(c1)OCO2)c1c(N)n(CCCC)c(=O)[nH]c1=O
    / | -11% | / | 8% | 46%[activator] | / | -25% | 19% | 3%
Nc1cc(=O)[nH]c(SCC(=O)Nc2ccc(Oc3ccccc3)cc2)n1
    -9% | -7% | -4% | 0% | 20% | -1% | -1% | 45% | -33%
CCOC(=O)c1sc(Nc2ccc(Br)cc2)nc1C
    ? | -27% | -15% | 1% | 129%[activator] | 8% | ? | -11% | -26%
Cc1cccc(OCCNc2nc3c(c(=O)n(C)c(=O)n3C)n2C)c1
    -3% | 2% | 0% | -8% | 20% | 14% | / | 11% | 5%
Cc1ccc(Cl)c(OCC(O)CN(CCO)CCO)c1 (centres undefined)
    -7% | 5% | 3% | -11% | 10% | 3% | -36% | 1% | 5%
NC(=O)c1ccc(-n2c(CCC(=O)O)ccc2-c2cccs2)cc1
    -1% | -8% | 4% | -44% | 99%[activator] | 11% | 28µM* | 35%[activator] | -32%
COc1ccc(-n2nc3c(c2NC(=O)c2c(F)cccc2Cl)CS(=O)C3)cc1 (centres undefined)
    0% | -10% | 2% | -9% | 4% | 11% | -10% | 3% | 8%
CCc1cc2c(=O)c(-c3nc4ccccc4n3C)coc2c(CN2CCCCC2)c1O
    11% | 3% | 4% | -2%[60.1 µM] | 31%[activator] | 19% | 8% | -12% | 0%
CCN(c1ccccc1)S(=O)(=O)c1cc(C(=O)OC2CCOC2=O)ccc1C (centres undefined)
    / | ? | / | -6% | -2% | / | ? | -5% | 5%
Cc1ccc(CS(=O)Cc2ccc(C(=O)N3CCOCC3)o2)cc1 (centres undefined)
    -3% | -21% | 3% | -3% | 56%[activator] | 29% | 4% | 11% | -2%
CCCCNC(=O)c1[nH]c2ccccc2c1Sc1ccc(C)cc1
    -12% | -15% | -6% | 9% | 22% | 4% | ? | / | -29%
Cc1ccnc(NC(=O)c2cc(S(=O)(=O)NCc3ccccc3)ccc2C)c1
    / | -14% | / | -6% | 9% | / | -3%[59 µM] | -4% | 0%
CCCCC1C2=C(CCCC2=O)OC2=C1C(=O)CCC2
    -6% | -19% | 0% | -12% | -9% | 3% | 3% | 1% | -3%
COC(=O)CCC(=O)NNC(=O)c1ccc(Cl)cc1Cl
    -3% | -14% | 0% | -6% | 4%[58.9 µM] | 0% | ? | -3% | -5%
CCc1ccccc1NC(=O)CN(C)C(=O)CN1C(=O)NC2(CCCCCC2)C1=O
    -12% | 2% | -3% | -15% | -9% | -14% | -12%[12.7 µM] | 0% | -4%
Cc1ccc(C(=O)NCCc2nnc3ccc(SCC(=O)NCc4ccc(F)cc4)nn23)cc1
    0% | -6% | -5% | 0% | -16% | -1% | 9% | 51%[activator] | -20%
Cc1cc(C)cc(N(C(=O)Cc2cccs2)C(C(=O)NC2CCCC2)c2ccc(C)o2)c1 (centres undefined)
    5% | -3% | 0% | -3% | 6% | 0% | -22% | 2% | -3%
CCOc1ccc(CNCc2cccnc2)cc1
    -1% | -3% | -3% | -11% | 10% | ? | 31%[59 µM] | 2% | -1%
Cc1cnc(CNc2ccnc(-c3ccccc3C)n2)cn1
    / | / | -4% | 1%[60.1 µM] | / | / | 8%[0.501 µM] | 2% | /
COc1ccc([C@H]2[C@@H]3C=CCC[C@@]3(C)C(=O)N2Cc2ccccc2)cc1Cl
    -10% | -10% | -13% | 15% | 0% | -2% | 7%[59 µM] | -10% | -5%
CC(NC(=O)COC(=O)c1cc(Cl)nc(Cl)c1)c1ccccc1 (centres undefined)
    ? | -20% | -4% | -6% | 165%[activator] | -2% | -28% | 6% | -15%
CCCCSc1nnc2[nH]c(=O)cc(C)n12
    15% | -3% | 2% | -7%[60.1 µM] | 10% | 5% | 4%[59 µM] | / | -2%

The closing 2 compounds of the section above are carried over, then new ones follow:
The line under a structure holds: Anesthetic bind | Pol eta inh | BLM helicase inh | POLK inh | Pol iota inh | POLB inh | G9a block | APE1 inh | BAZ2B inh
CC(NC(=O)COC(=O)c1cc(Cl)nc(Cl)c1)c1ccccc1 (centres undefined)
    ? | -20% | -4% | -6% | 165%[activator] | -2% | -28% | 6% | -15%
CCCCSc1nnc2[nH]c(=O)cc(C)n12
    15% | -3% | 2% | -7%[60.1 µM] | 10% | 5% | 4%[59 µM] | / | -2%
CS(=O)(=O)N(CC(=O)N1CCN(c2cccc(Cl)c2)CC1)c1ccccc1
    -15% | -16% | -2% | -8% | -2% | -19% | -1%[12.7 µM] | -2% | 3%
O=C(c1ccc(C23CC4CC(CC(C4)C2)C3)o1)N1CCOCC1
    -22% | -1% | -3% | 1% | 39%[activator] | 8% | 15%[12.7 µM] | -1% | -37%
Cn1nnnc1SCCNC(=O)C1CCC(=O)N(Cc2ccc(Cl)cc2)C1 (centres undefined)
    -3% | -9% | -5% | -16% | -11% | 27% | / | 8% | 1%
Cc1ccc(-c2ccc(C(=O)O)c(C)n2)cc1
    -3% | -18% | 0% | -1% | -10% | 53% | 1%[59 µM] | -9% | -1%
CCN(CC)C(=O)CSc1nnc(-c2c[nH]c3ccccc23)o1
    ? | 1% | 1% | -10% | 0% | 0% | 30%[0.501 µM] | -1% | 38%[activator]
CC(C)(C)OC(=O)N1CCC(c2c(C(=O)NCCN3CCc4ccccc4C3)cnn2-c2ccc(F)cc2)CC1
    ? | -10% | -8% | -13% | 14% | -3% | -45%[59 µM] | / | 0%[57.1 µM]
CCC(=O)N1CCN(c2ccc(Cl)cc2NC(=O)Cc2ccc(Cl)cc2)CC1
    29% | -5% | -9% | -12% | -8%[58.9 µM] | 0% | -45% | -6% | -25%
Cc1ccc(S(=O)(=O)Nc2cccc(-c3cn4cccc(C)c4n3)c2)cc1
    1% | -12% | -4% | -10%[60.1 µM] | -8% | 17% | -10%[59 µM] | / | ?
CCCn1nnc(NC(=O)COc2cc(C)ccc2C(C)C)n1
    0% | -20% | -4% | -18% | 6% | -1% | 5% | 5% | 1%
Cc1ccc(C(=O)O)cc1Nc1nc2ccccc2n2nnnc12
    -8% | -21% | -8% | 0% | 0% | -7% | 5%[59 µM] | / | ?
COc1ccc2c(c1)cc1c(=O)n(CC(=O)NCCCN3CCOCC3)nc(C)n12
    2% | -7% | 4% | 0% | -5% | 15% | 10% | -9% | -22%
COc1cccc(OCCCN2CCCCCC2)c1
    -8% | -15% | 6% | 0% | 42%[activator] | 18% | 11µM* | -1% | 56µM*

Only part of the results is shown, so the mix of outcomes need not match the whole.
